Screening data from PubChem.
Yfh1-off respiration – enhancers of respiration in Yfh1-depleted yeast, dose response, Friedreich's ataxia, plus single-dose screen (AID 1465). S. cerevisiae Yfh1-off respiration, WST-1 reduction, 72 h; higher fold induction means a stronger effect. fold induction at 50 µM; hits with a dose series show EC50 in µM. 220,000 compounds, 0.074% hits;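 active means fold induction of absorbance versus untreated yeast above a set limit, then at least 30% activation at any dose in follow-up; inconclusive means repeats straddling the limit, or above it without dose testing; inactive means fold induction below the set limit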;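 further: activators that raise dye reduction in frataxin-depleted yeast; strong numbers were not always called active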
GPR55 activation – selective activators of receptor GPR55 – imaging, U2OS cells, beta-arrestin-GFP redistribution, primary screen (AID 1961). U2OS GPR55 beta-arrestin-GFP redistribution imaging; higher % means a stronger effect. activation, % at 10 µM; hits with a dose series show EC50 in µM. 290,000 compounds, 0.048% hits;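 active means activation above 40% with more than 50 cells counted in the well; inconclusive means wells holding fewer than 50 cells, flagged as toxic or sparse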;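 further: U2OS osteosarcoma cells stably expressing GPR55 and beta-arrestin-GFP; plate controls were DMSO negative control for no effect and LPI positive control for full effect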
Dengue-2 NS5 capping – Dengue-2 NS5 methyltransferase inhibitors, primary screen, biochemical, confirmation dose response (AID 588689); Dengue-2 NS5 methyltransferase capping enzyme assay, biochemical; higher % means a stronger effect; inhibition, % at 25 µM; hits with a dose series show IC50 in µM; 340,000 compounds, 0.3% hits; in the data active means a potency from the dose series; inconclusive means inhibition above about 29% without an active follow-up result
NTR1 agonist – NTR1-driven beta-arrestin-GFP spot formation – imaging, U2OS cells, high content, primary screen (AID 493036) | P30989 | agonist mode | activation, % at 20 µM | 330,000 compounds, 0.17% hits;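 active means activation at or above 40% of the spot to cytoplasm intensity ratio, with at least 20 cells analyzed; inconclusive means wells under 20 cells, flagged as cytotoxic or low count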;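 further: 0% = DMSO without peptide and 100% = 100 nM NTR1 peptide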
Target sequence (P30989 whole entry, looked up): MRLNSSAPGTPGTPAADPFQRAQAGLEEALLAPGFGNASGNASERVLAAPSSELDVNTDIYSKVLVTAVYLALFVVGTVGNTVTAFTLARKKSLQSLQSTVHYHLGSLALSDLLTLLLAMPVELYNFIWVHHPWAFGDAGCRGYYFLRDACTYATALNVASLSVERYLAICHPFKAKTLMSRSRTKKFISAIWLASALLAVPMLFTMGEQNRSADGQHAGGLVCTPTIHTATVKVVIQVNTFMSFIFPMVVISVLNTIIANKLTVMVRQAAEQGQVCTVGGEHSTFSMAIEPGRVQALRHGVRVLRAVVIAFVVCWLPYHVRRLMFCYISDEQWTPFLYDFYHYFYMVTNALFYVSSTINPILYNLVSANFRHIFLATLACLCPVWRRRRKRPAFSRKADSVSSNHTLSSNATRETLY
Rac1 GTP hydrolysis – MgcRacGAP GTPase-activating activity inhibitors, confirmation, biochemical, ADP Hunter fluorescence. MgcRacGAP-stimulated Rac1 GTP hydrolysis, ADP Hunter fluorescence; higher % means a stronger effect; GST-tagged Rac1 F28L mutant substrate. one-dose inhibition, % at 30 µM; IC50 in µM for titrated hits. 340,000 compounds, 0.6% hits. AID 624330;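 active means first-screen hits whose inhibition reached a set limit at any dose in the follow-up dose series; inconclusive means inhibition above the set first-screen limit but never retested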;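 further: fluorescence reports GDP produced by GAP-driven GTP hydrolysis; strong numbers were not always called active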
GPR35 antagonists – GPR35 antagonists blocking zaprinast-driven arrestin recruitment, primary screen, imaging, U2OS, beta-arrestin-GFP, zaprinast agonist (AID 2058); one-dose inhibition, % at 10 µM; IC50 in µM for titrated hits; U2OS GPR35 beta-arrestin-GFP translocation imaging, zaprinast antagonism; higher % means a stronger effect; 290,000 compounds, 0.052% hits;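 active means inhibition of at least 50% with at least 30 cells and total cytoplasm GFP at most 10,000,000; inconclusive means under 30 cells or total GFP of 10,000,000 plus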
GPR55 antagonists – inhibition of LPI-stimulated GPR55 beta-arrestin translocation – imaging, U2OS, beta-arrestin-GFP, LPI agonist, primary screen (AID 2013); U2OS GPR55 beta-arrestin-GFP translocation imaging, LPI antagonism; higher % means a stronger effect; 290,000 compounds, 0.13% hits; inhibition, % at 10 µM, or IC50 in µM where a hit was titrated;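 active means spots per cell inhibited over 60%, with over 100 cells counted and total cytoplasm intensity under 500,000; inconclusive means wells with under 100 cells, flagged as likely toxic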;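 further: U2OS cells stably carrying GPR55 and arrestin-GFP stimulated by 5 µM LPI near EC80; imaged beta-arrestin-GFP aggregate spots per cell after agonist stimulation; plate controls were LPI-stimulated DMSO wells for no effect and DMSO wells without LPI for full effect; some results filed as inactive read as strong as hits; confirmed hits need IC50 under 10 µM and bright autofluorescent wells are also inconclusive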
Large T inhibition – TAg ATPase/helicase activity blockers – biochemical (AID 1903). SV40 large T antigen ATPase/helicase inhibition assay; higher % means a stronger effect. inhibition, % at 20 µM; hits with a dose series show IC50 in µM. 310,000 compounds, 0.39% hits; in the data active means a potency from the dose series; inconclusive means inhibition mostly from about 32% at the one dose, without a potency; inactive means the rest, 99 in 100 with inhibition below about 32%; further: strong numbers were not always called active
AID2073 – disruptors of CaV2.2 binding to Mint1 – biochemical, HTRF (AID 2073); HTRF protein-protein interaction, Mint1-CaV2.2; higher % means a stronger effect; inhibition, % at 20 µM, or IC50 in µM where a hit was titrated; 290,000 compounds, 0.19% hits; in the data active means inhibition mostly above about 51%, no sharp cut-off; inconclusive means no clear call, values can overlap the other calls; inactive means mostly below about 53%; further: some results filed as inactive read as strong as hits
NTR1 agonist cell count 20 µM – recorded beside NTR1 agonist, whose call it bears; cell count; measured here: cell count, cytotoxicity flag
Dengue-2 NS5 capping pilot replicate – further read-out of Dengue-2 NS5 capping, marked with its call; inhibition, %; measured here: pilot screen replicate inhibition
Numbers without * were called inactive; i = inactive; ? = inconclusive; . = no result given.

SMILES | Yfh1-off respiration | GPR55 activation | Dengue-2 NS5 capping | NTR1 agonist | NTR1 agonist cell count 20 µM | Rac1 GTP hydrolysis | GPR35 antagonists | GPR55 antagonists | Large T inhibition | AID2073 | others
O=C(CSc1nc2ccccc2[nH]1)Nc1ccc(F)cc1 | i | -0.1% | -0.7% | -2.2 | 92 | 3.6% | 8.0% | 6.0% | 12.9% | 1.1%
COc1cc(C(C)=O)ccc1OC(=O)CN1C(=O)c2ccccc2C1=O | . | 0.0% | -8.5% | . | . | 25.0% | 0.8% | -9.4% | 20.8% | 39.4%
Cc1noc(C)c1COC(=O)CCCc1nc2ccccc2s1 | i | 0.0% | 1.6% | -0.9 | 62 | 1.8% | -5.8% | -9.8% | -1.4% | 5.6%
COc1cccc(C(=O)Nc2ccc3c(c2)C(=O)N(CC2CCCO2)C3=O)c1 (stereo not drawn) | . | -0.1% | -1.6% | 1.6 | 47 | 7.2% | -13.1% | 2.9% | 8.3% | 12.6%
CCCCn1c(-c2csc3c2CCC(C)C3)n[nH]c1=S (stereo not drawn) | i | 0.0% | -5.7% | 3.1 | 54 | 2.3% | -5.6% | 4.8% | -21.8% | -25.7%
Cc1nc2ccccc2c(=O)n1NC(=O)c1ccccc1[N+](=O)[O-] | i | -0.4% | -9.6% | 0.0 | 25 | 7.0% | -10.3% | 3.0% | 8.2% | 3.4%
COC(=O)CN1C(=O)C2(C(C#N)=C(N)Oc3cc(C)oc(=O)c32)c2ccccc21 (stereo not drawn) | i | -0.1% | 1.5% | 3.3 | 29 | 10.6% | 7.9% | 16.5% | 5.9% | 13.8%
COc1ccc(/C=C/C(=O)OCC(=O)Nc2ccc3[nH]c(=O)[nH]c3c2)cc1OC | . | . | 1.4% | -1.0 | 63 | -3.2% | . | . | 16.0% | .
COc1ccc(C2/C=C\CN(C(=O)c3ccc(C)cc3)CC(=O)N2Cc2ccc(F)cc2)cc1 (stereo not drawn) | i | -0.1% | -1.4% | -1.7 | 89 | 6.9% | 1.2% | 14.2% | 3.6% | -8.3%
O=C(Nc1ccccc1)OCC(CN1CCCCC1)OC(=O)Nc1ccccc1 (stereo not drawn) | . | . | -1.5% | 1.0 | 57 | -3.5% | . | . | 11.2% | .
CN(C(=O)CO/N=C/c1ccc(Cl)cc1)c1ccccc1 | i | 1.0% | -9.9% | -0.3 | 57 | 4.8% | -7.7% | -0.1% | 10.4% | 12.2%
CCN1CCN(C(=O)CN(c2ccc(F)c(Cl)c2)S(C)(=O)=O)CC1 | i | -0.1% | 5.7% | 2.3 | 84 | -6.7% | 4.8% | 0.4% | -1.7% | ?
Cc1cc(C(=O)CSc2nncs2)c(C)n1-c1c(C)n(C)n(-c2ccccc2)c1=O | i | -0.1% | -4.8% | 0.8 | 44 | 3.8% | -1.3% | 3.6% | 6.1% | -4.5%
CC(C)(C)n1nc2c(c1NC(=O)c1ccccc1S(=O)(=O)C(F)F)CS(=O)(=O)C2 | . | -0.2% | -0.7% | -0.7 | 77 | 7.5% | 4.1% | 6.2% | 76.4% | 4.5%
COCCCNC(=O)CC1C(=O)N(Cc2ccccc2)C(C)c2nc3ccccc3n21 (stereo not drawn) | i | 0.3% | . | 3.1 | 98 | 2.9% | -10.0% | 7.4% | 6.6% | -2.5%
Cc1ccc(C(=O)CCC(=O)N2CCN(c3ccc(F)cc3)CC2)cc1 | . | -0.3% | -5.1% | -1.6 | 66 | -3.1% | 3.8% | 1.2% | . | 5.7%
CC(=O)NCC(=O)NC(C(=O)Nc1ccc2c(c1)OCCO2)c1ccc(C)cc1 (stereo not drawn) | i | -0.1% | -13.5% | -3.2 | 76 | 4.7% | -8.6% | 5.8% | 1.3% | -2.3%
COc1ccc(/C=C2\SC(=S)N(CCC(=O)N(CCO)c3ccccc3)C2=O)cc1OC | . | -0.1% | 4.6% | 2.4 | 51 | 5.0% | 1.7% | 0.7% | 20.6% | 14.7%
Cc1ccccc1OCc1occc1C(=O)Nc1cccc(-n2cnnn2)c1 | . | 0.5% | -8.0% | 6.4 | 60 | 2.4% | -11.0% | -1.1% | 10.5% | 2.2%
CCn1c(COc2cccc(OC)c2)nnc1SCC(=O)Nc1cc(OC)ccc1OC | i | 0.7% | -5.5% | -0.6 | 76 | 7.9% | -6.0% | 11.2% | -4.4% | 0.4%
O=C(CN1c2ccccc2Sc2ccccc21)NNC(=O)Nc1cccc(Cl)c1 | i | -0.2% | 1.5% | 33.9 | 45 | 14.6% | -6.0% | 4.2% | 8.4% | 12.3%
Cc1cc2cc(CNC(=S)Nc3ccc(OC(F)F)cc3)ccc2n1C | . | 0.2% | 0.7% | 0.3 | 88 | 5.3% | -14.2% | -4.6% | 1.7% | 11.5%
CCn1cc(CN2CCC(n3nccc3NC(=O)c3ccccc3C)CC2)cn1 | . | -0.1% | -0.7% | -0.8 | 66 | 4.1% | -8.2% | 3.6% | 26.7% | 0.4%
C=CCc1c(C)[nH]c2ccc(C)cc2c1=O | i | 0.2% | -7.4% | -2.0 | 62 | 8.1% | 9.2% | 6.8% | 11.0% | -5.9%
Cc1ccc(-c2noc(CSc3nc(N)cc(N)n3)n2)cc1 | i | 0.3% | -7.1% | -0.5 | 83 | 2.5% | -5.1% | -0.4% | -1.1% | -1.9%
O=[N+]([O-])c1ccc2n[nH]nc2c1 | i | -0.1% | -1.6% | -4.8 | 88 | 7.0% | 16.0% | -7.9% | 4.2% | 13.5%
CN(Cc1ccccc1)C(=O)CCCn1c(=O)c2cccn2c2cccnc21 | . | -0.2% | -2.7% | 2.1 | 44 | 6.8% | -3.7% | -17.6% | 9.6% | 13.2%
COc1ccc(NC(=O)c2cccs2)cc1NC(=O)c1ccco1 | i | 0.0% | 3.2% | 0.4 | 59 | 13.3% | -1.9% | 8.4% | 4.1% | -1.1%
Cc1cc(N2CCOCC2)nc2ccc(NC(=S)NC(C)C)cc12 | . | -0.1% | 0.0% | 3.5 | 80 | 2.9% | -5.5% | 4.7% | 4.5% | 0.8%
Cc1ccccc1CN1C(=O)Nc2ccccc2C(=O)N1C(C)(C)C | i | 0.2% | -1.5% | -5.0 | 107 | -4.5% | 1.6% | 5.3% | 10.7% | -14.3%
O=C(CCN1CCN(S(=O)(=O)c2ccc(Br)cc2)CC1)Nc1ccccc1F | i | -0.3% | 3.0% | 3.1 | 54 | 1.4% | -12.2% | 8.6% | 6.9% | -0.4%
Cc1[nH]n(-c2ccccc2)c(=O)c1N=Nc1ccccc1C(=O)N1CCOCC1 | i | -0.5% | -1.8% | 5.2 | 58 | 9.1% | 0.0% | 19.8% | 21.4% | -0.8%
CCc1nnc(NC(=O)CN2C(=O)/C(=C/c3ccc(OC)c(OC)c3)SC2=S)s1 | i | -0.5% | . | 2.9 | 55 | . | 6.3% | -4.7% | 12.5% | 15.1%
COc1cccc(NC(=O)C2CCCN2C(=O)Nc2ccccc2)c1 (stereo not drawn) | . | 16.3% | -6.6% | 0.1 | 44 | -0.3% | -14.4% | -14.9% | 3.0% | -5.5%
CC(C)=NOc1nc(N(C)C)nc(N(C)C)n1 | i | -0.3% | -9.3% | -0.2 | 81 | 3.5% | 1.9% | -7.0% | -69.2% | -5.5%
Cc1cccc(OP(=O)(Nc2c(C)n(C)n(-c3ccccc3)c2=O)Oc2cccc(C)c2)c1 | i | 0.4% | -1.8% | 2.8 | 76 | 6.7% | -1.2% | 0.3% | 7.8% | -1.1%
CCOC(=O)c1ccc(NC(=S)N2CCN(S(C)(=O)=O)CC2)cc1 | i | -0.1% | -7.5% | 0.9 | 75 | 2.1% | -4.4% | 9.0% | -6.0% | -35.9% | Dengue-2 NS5 capping pilot replicate=-6.4
COc1ccc(NC2CCCCC2NS(=O)(=O)c2ccc(C)cc2)cc1 (stereo not drawn) | . | -0.1% | -3.5% | 0.2 | 48 | 11.3% | -4.7% | 4.6% | ? | -18.7%
Cc1cc(C)c(S(=O)(=O)c2ccccc2Cl)c(Cl)n1 | i | -0.4% | . | -1.1 | 53 | . | 7.4% | 15.6% | 61.7% | -2.2%
c1ccc(-n2ncc3c(N4CCC5(CC4)OCCO5)ncnc32)cc1 | . | 0.2% | -4.5% | 3.4 | 56 | 2.0% | -13.8% | 4.8% | -0.5% | 1.7%
COc1cccc(N(C(=O)c2snc(C(N)=O)c2N)C(C(=O)NCC2CCCO2)c2ccc3ncccc3c2)c1 (stereo not drawn) | . | -0.1% | 2.7% | 0.4 | 51 | 8.1% | -4.3% | 10.8% | 6.5% | 10.5%
CCN1CCN(CC(=O)Nc2ccc(C)c(Br)c2)CC1 | . | 1.2% | -4.1% | 0.2 | 85 | 95.7µM* | 1.0% | 11.7% | 24.7% | 10.3%
N#C/C(=C\c1c(Cl)cccc1Cl)c1nn(-c2ccccc2)c(-n2cccc2)c1C#N | i | -0.2% | -13.0% | 0.2 | 52 | 7.0% | 7.3% | 24.7% | 7.5% | 13.6%
Cc1ccc(NC(=O)CNC(=O)c2ccco2)cc1 | . | -0.1% | -1.3% | 0.1 | 53 | . | -10.9% | -1.9% | 2.6% | 11.5%
COc1ccc(C2C3=C(CC(C)(C)CC3=O)Oc3ncn(Cc4ccco4)c(=N)c32)cc1 (stereo not drawn) | i | 0.9% | -11.2% | 1.3 | 73 | 6.7% | -8.5% | 2.5% | -2.7% | 3.1%
CC(=O)Nc1cccc(NC(=O)c2cc(C)on2)c1 | i | -0.3% | -7.2% | 0.1 | 78 | 15.1% | 0.4% | -4.1% | 2.6% | 3.2%
Cc1cc(OC(=O)CNC(=O)OC(C)(C)C)c2c(C)cc(=O)oc2c1 | i | -0.3% | -14.8% | 3.3 | 75 | 5.2% | -5.8% | -6.1% | 11.7% | 25.3%
O=C1c2ccccc2NC(c2ccco2)N1/N=C/c1ccco1 (stereo not drawn) | i | 0.0% | -1.5% | -0.6 | 84 | 5.2% | 2.6% | 14.4% | -2.9% | -13.1%
